Bioassay records from PubChem BioAssay.
NPYLR7 ag: mosquito NPYLR7 agonism; HEK293T NPYLR7/Galpha15, GCaMP6s calcium fluorescence; activation, % at 10 µM; 270,000 compounds, 0.15% hits; AID 1259423; in the data active = activation above about 40%;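 also: 0% = vehicle and 100% = reference agonist at the receptor; some compounds past the cut are filed as inactive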
mcGAS lum: blocks mouse cGAS activity; 160,000 compounds, 0.15% hits; recombinant cGAS, Kinase-Glo ATP depletion luminescence; inhibition, % at 12.5 µM; Q8C6L5; AID 1259399;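 also: 0% = negative control wells and 100% = reference inhibitor with no enzyme activity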
hcGAS lum: inhibitors of human cGAS; Q8N884; recombinant h-cGAS, ATP depletion, Kinase-Glo luminescence; inhibition, % at 12.5 µM; 290,000 compounds, 0.081% hits; AID 1259398;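 also: 0% = vehicle reaction and 100% = reaction without DNA for no activity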
Target sequence (Q8N884 whole entry, looked up): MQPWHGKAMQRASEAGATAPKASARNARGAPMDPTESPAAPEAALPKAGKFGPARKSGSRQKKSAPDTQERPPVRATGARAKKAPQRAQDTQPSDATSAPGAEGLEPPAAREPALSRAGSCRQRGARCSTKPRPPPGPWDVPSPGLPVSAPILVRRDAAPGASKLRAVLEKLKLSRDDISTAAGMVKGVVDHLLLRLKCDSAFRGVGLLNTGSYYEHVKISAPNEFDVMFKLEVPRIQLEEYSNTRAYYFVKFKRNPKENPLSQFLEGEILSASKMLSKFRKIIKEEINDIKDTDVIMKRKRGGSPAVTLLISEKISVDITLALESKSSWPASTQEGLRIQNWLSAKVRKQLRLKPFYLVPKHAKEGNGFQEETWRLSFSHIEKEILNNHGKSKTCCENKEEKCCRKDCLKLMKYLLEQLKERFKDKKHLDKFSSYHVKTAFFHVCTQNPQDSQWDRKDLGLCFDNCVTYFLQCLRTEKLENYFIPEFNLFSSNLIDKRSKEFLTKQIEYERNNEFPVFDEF
Starred values were filed as active, the others as inactive; / = no result given; & = joins results of further samples. Rule as the data show it, unless noted: active = inhibition above about 40%; inactive = the rest. An unsorted share of the library. About 0.29% of those tested had a hit in this group.

1. CCn1cc([N+](=O)[O-])c(C(=O)N2N=C3/C(=C/c4scnc4C)CCCC3C2c2scnc2C)n1 (stereo not drawn)
2. Cc1cn2c(nc3c2c(=O)n(Cc2ccccc2)c(=O)n3C)[nH]1
3. O=c1oc2ccc(Cl)cc2cc1-c1csc(Nc2cccc(C(F)(F)F)c2)n1
4. CN(C)CCn1c2c(c3ccccc31)CCCn1cnnc1-2
5. COCC(=O)N1CCC(Oc2ccc(C(=O)N3CCCCO3)cc2)CC1
6. CC1=NC2=C(C(=O)CCC2)C(c2ccccc2)C1C#N (stereo not drawn)
7. O=C(c1cc(C2CC2)[nH]n1)N1C[C@H]2CC=CC[C@H]2C1
8. COc1ccc(OC)c(-c2ccc(=O)n(CC(=O)NC3CCCCC3)n2)c1
9. COc1ccc(-c2cc(C(=O)N3CCN(c4ccccc4Cl)CC3)c(C)n2-c2ccc(C)cc2)cc1
10. Cc1cc(OC(=O)c2cccc3ccccc23)c([N+](=O)[O-])c(=O)[nH]1

entry no. | 1 | 2 | 3 | 4 | 5 | 6 | 7 | 8 | 9 | 10
NPYLR7 ag | 3 | -1 | -5 | 1 | 3 | 6 | 11&-2 | 16 | 9 | -1
mcGAS lum | / | -7 | / | / | / | -7 | / | / | -5 | -2
hcGAS lum | 0 | -3 | -3 | -5 | -6 | -9 | -5&-9 | 3 | -6 | 4

11. FC(F)(F)c1ccc(C2c3cccn3CCCN2Cc2cccc(Cl)c2)cc1 (stereo not drawn)
12. CCCCCCC1C(C#N)C(=N)SC(=N)C1C#N (stereo not drawn)
13. CCCOC1CCCN(Cc2nc(-c3ccc(C(=O)OC)cc3)no2)C1 (stereo not drawn)
14. Cc1ccc(CN(CCc2ccccc2)C(=O)CN(C(=O)C2CCCC2)C2CC2)o1
15. Fc1ccc(N2CCCN(Cc3cnc(-c4ccccn4)nc3)CC2)cc1
16. COc1ccc(Cn2ccnc2-c2ccccc2OCCO)cc1
17. CCCCCCNC(=O)c1cc(-c2ccccc2)nc2cc(C(C)(C)C)nn12
18. COc1cc(C(=O)Nc2cccc(-c3cccc(-c4ccc5c(c4)OCCO5)n3)c2)cc(OC)c1OC
19. Cc1ncsc1CCOC(=O)C12CC3CC(CC(C)(C3)C1)C2
20. CCNC(=O)c1ccc(-c2cccnc2OCC)s1

entry no. | 11 | 12 | 13 | 14 | 15 | 16 | 17 | 18 | 19 | 20
NPYLR7 ag | 8 | 14 | -4 | / | 6 | -2 | 19 | 4 | 1 | -1
mcGAS lum | -5 | / | 0 | -10 | / | / | -5 | -6 | / | /
hcGAS lum | -8 | 4 | 4 | -5 | -4 | -1 | -3 | -8 | -5 | -2

21. COc1ccccc1-c1cc(C(=O)N(CCC#N)Cc2cccnc2)n2nc(-c3ccccc3)cc2n1
22. Cc1nc(CCNC(=O)c2cn(Cc3ccc(F)cc3)nn2)nc2c1CCCC2
23. Cc1cc(C)cc(Nc2nnc(Cc3ccccc3)c(=O)[nH]2)c1
24. CC(=O)Nc1ccc(-c2ccc(C(C)N3CCOCC3)cc2)cn1 (stereo not drawn)
25. CC1CCC2C(=O)N(C)C(=O)C2C1C(=O)N(C)CC1CCCCC1 (stereo not drawn)
26. CCC12CC3CC(C1)CC(P(NC(=O)c1ccccc1)NC(=O)c1ccccc1)(C3)C2
27. O=[N+]([O-])c1cccc(CN2CCCn3cccc3C2c2cccc(F)c2)c1 (stereo not drawn)
28. COc1ccc(N=Cc2nc(-c3ccc(Br)cc3)oc2O)c([N+](=O)[O-])c1
29. CCC(=O)Nc1ccc(Oc2ccccc2Cl)cc1
30. CC=CCn1c(SCCCC)nc2c1c(=O)[nH]c(=O)n2C

entry no. | 21 | 22 | 23 | 24 | 25 | 26 | 27 | 28 | 29 | 30
NPYLR7 ag | 18 | 1 | -2 | -4 | 14 | 4 | -10 | -1 | 0 | 2
mcGAS lum | -5 | -8 | / | / | / | / | 1 | -6 | / | /
hcGAS lum | -2 | -1 | -5 | 3 | -8 | -7 | 3 | -3 | -5 | -11

31. O=C1N=c2ccccc2=C1N=Nc1nc(O)c(-c2c(O)[nH]c3ccccc23)s1
32. COc1ccc(OC)c(/C=C2N=C(/C=C/c3ccccc3OC)OC\2=O)c1
33. Cc1nc(SCCO)c2c3c(sc2n1)CCCC3
34. Cc1cc(=O)[nH]c(-n2nc(C)cc2NC(=O)COc2ccc(F)cc2)n1
35. Cn1ccnc1N1CCN(C(=O)CC23CC4CC(CC(C4)C2)C3)CC1
36. CCCn1c(=O)c2c(ncn2C)n(CCC)c1=O
37. Cc1cc(C(=O)N(Cc2ccccn2)c2nc3c(F)cccc3s2)n(C)n1
38. Cc1ccc(S(=O)(=O)N(Cc2nccn2Cc2cccc(F)c2)C2CCCCC2)cc1
39. O=C(COc1ccc(Cl)cc1)N1CCCC(OCc2ccccc2)C1 (stereo not drawn)
40. O=C(Nc1ccc(N2CCN(C(=O)CCC3CCCC3)CC2)nc1)c1ccccc1F

entry no. | 31 | 32 | 33 | 34 | 35 | 36 | 37 | 38 | 39 | 40
NPYLR7 ag | 2 | 1 | -1 | 10 | 3 | -5 | 2 | 1 | -7 | -3
mcGAS lum | / | / | 7 | -6 | -10 | -5 | / | -1 | / | -5
hcGAS lum | 4 | -6 | -5 | -4 | -7 | -6 | -5 | 1 | -1 | -3

One compound at a time, from the list above:
COc1ccc(N=Cc2nc(-c3ccc(Br)cc3)oc2O)c([N+](=O)[O-])c1 is listed as NPYLR7 ag: -1; mcGAS lum: -6; hcGAS lum: -3
CCNC(=O)c1ccc(-c2cccnc2OCC)s1 is listed as NPYLR7 ag: -1; mcGAS lum: /; hcGAS lum: -2

Other structures
41. CC(C)Cc1nc(N2CCCN(C(=O)c3ccco3)CC2)c2c(-c3cccc(Oc4ccccc4)c3)noc2n1
42. O=C1C(=Cc2cc(Br)cs2)COc2ccccc21
43. Cc1nc(-c2ccc(C(F)(F)F)cc2)nc(N2CCN(S(=O)(=O)c3ccc(Cl)c([N+](=O)[O-])c3)CC2)c1C(C)C
44. CCCC12CN3CC(CCC)(CN(C1)C3c1cccs1)C2=O (stereo not drawn)
45. CCN1C(=O)NC2(CCN(S(=O)(=O)c3cccnc3)CC2)C1=O
46. COCCc1noc(CSC(C)c2ccccc2Cl)n1 (stereo not drawn)
47. CCN=c1scc(-c2ccco2)n1N=Cc1ccc2c(c1)OCO2
48. Cc1cc(NC(=O)C2(C)CCOCC2)nc(C(C)C)n1
49. O=C(CSc1nnnn1-c1cccc(F)c1)NCc1ccc2c(c1)OCO2
50. COc1ccccc1C(=O)N(Cc1ccccc1)Cc1ccc(OS(C)(=O)=O)cc1

entry no. | 41 | 42 | 43 | 44 | 45 | 46 | 47 | 48 | 49 | 50
NPYLR7 ag | -1 | 0 | -1 | 1 | 0 | 0 | -1 | 15&13 | 18 | -8
mcGAS lum | -1 | 5 | -4 | / | / | / | / | -17 | / | -5
hcGAS lum | 4 | 5 | -8 | -5 | -5 | -5 | -19 | -7&-9 | -15 | -18

51. CCN(Cc1noc(CC(C)C)n1)C(=O)c1ccco1
52. COCCc1nnc(NC(=O)Nc2ccc(OC)cc2)s1
53. CCOc1ccccc1CNc1c2c(nc3ncnn13)CCC2
54. O=C(CSc1ccc2nnc(-c3ccncc3)n2n1)N1CCCCC1
55. O=C(Nc1ccccc1)N1CCN(C(=O)c2ccccc2SC(F)F)CC1
56. COC[C@@H]1[C@@H](NC2CCN(Cc3ccccc3)CC2)[C@@H]2CCO[C@H]12
57. O=C(N/N=C\c1ccccc1OC(=O)c1ccccc1)c1ccc(NC(=O)c2ccccc2)cc1
58. CC(C)(C)OC(=O)NC1CCN(C(=O)c2ccc(CSc3nnc4ccccn34)cc2)C1 (stereo not drawn)
59. CN(Cc1ccc(-n2cncn2)cc1)Cc1ncc[nH]1
60. CC(Cn1cccn1)NC(=O)NCC(c1cccs1)N1CCCC1 (stereo not drawn)
61. COc1ccc(C)cc1NC(=O)Nc1ccc(Nc2cc(-n3ccnc3)nc(C)n2)cc1

entry no. | 51 | 52 | 53 | 54 | 55 | 56 | 57 | 58 | 59 | 60 | 61
NPYLR7 ag | 2 | 5 | 11 | -5 | 4 | / | 3 | -10 | 9 | -4 | -13
mcGAS lum | / | -1 | -5 | -8 | / | -1 | / | -3 | -17 | / | -10
hcGAS lum | -6 | 3 | 1 | -9 | -2 | 6 | -4 | -5 | -4 | -10 | -7

By substructure: the compounds so far with fluorine (12)
3. O=c1oc2ccc(Cl)cc2cc1-c1csc(Nc2cccc(C(F)(F)F)c2)n1
11. FC(F)(F)c1ccc(C2c3cccn3CCCN2Cc2cccc(Cl)c2)cc1 (stereo not drawn)
15. Fc1ccc(N2CCCN(Cc3cnc(-c4ccccn4)nc3)CC2)cc1
22. Cc1nc(CCNC(=O)c2cn(Cc3ccc(F)cc3)nn2)nc2c1CCCC2
27. O=[N+]([O-])c1cccc(CN2CCCn3cccc3C2c2cccc(F)c2)c1 (stereo not drawn)
34. Cc1cc(=O)[nH]c(-n2nc(C)cc2NC(=O)COc2ccc(F)cc2)n1
37. Cc1cc(C(=O)N(Cc2ccccn2)c2nc3c(F)cccc3s2)n(C)n1
38. Cc1ccc(S(=O)(=O)N(Cc2nccn2Cc2cccc(F)c2)C2CCCCC2)cc1
40. O=C(Nc1ccc(N2CCN(C(=O)CCC3CCCC3)CC2)nc1)c1ccccc1F
43. Cc1nc(-c2ccc(C(F)(F)F)cc2)nc(N2CCN(S(=O)(=O)c3ccc(Cl)c([N+](=O)[O-])c3)CC2)c1C(C)C
49. O=C(CSc1nnnn1-c1cccc(F)c1)NCc1ccc2c(c1)OCO2
55. O=C(Nc1ccccc1)N1CCN(C(=O)c2ccccc2SC(F)F)CC1

entry no. | 3 | 11 | 15 | 22 | 27 | 34 | 37 | 38 | 40 | 43 | 49 | 55
NPYLR7 ag | -5 | 8 | 6 | 1 | -10 | 10 | 2 | 1 | -3 | -1 | 18 | 4
mcGAS lum | / | -5 | / | -8 | 1 | -6 | / | -1 | -5 | -4 | / | /
hcGAS lum | -3 | -8 | -4 | -1 | 3 | -4 | -5 | 1 | -3 | -8 | -15 | -2
